MC4R barr agon = agonists of human melanocortin 4 receptor (MC4R) beta-arrestin; U2OS MC4R beta-arrestin complementation, luminescence; percent of melanotan II response, DMSO zero; 0.98% of 360,000 active; activation, % at 8.9 µM; AID 540308; P32245;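 active means activation above a per-plate cutoff, the mean activation of sample wells on that plate plus 3 SD, cut at about 8% in these data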
NR5A2 inv ag = NR5A2 inverse agonism in reporter assay; inhibition, % at 3.6 µM; 0.13% of 360,000 active; O00482; HEK293T StAR-luciferase reporter, LRH-1 transfected, 24 h;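 active means inhibition above the mean inhibition of all tested compounds plus 3 SD, cut at about 73% in these data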;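 further: 0% = DMSO wells and 100% = reporter-only cells lacking LRH-1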
MC4R antag cAMP = blocks human MC4R cAMP signaling; P32245; MC4R-expressing cells, MTII-stimulated cAMP, LANCE TR-FRET; inhibition, % at 6.5 µM; 0.48% of 360,000 active;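 active means inhibition above its plate's cutoff, the mean of tested wells on that plate plus 3 SD, cut at about 29% in these data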;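 further: 0% = Melanotan II alone and 100% = Melanotan II plus saturating MCL0020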
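Material: human MC4R-expressing U2OS cells. Probe or stimulus: Melanotan II challenge. Dosing: 6.5 µM single dose. Times: 30-min compound, 1-h challenge, 1-h detection, room temperature. Technique: TR-FRET with Eu-cAMP and labeled anti-cAMP, 671 nm. Replication: singlicate.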
LMP1 NFkB inh = inhibitors of Epstein-Barr LMP1-induced NF-kappaB reporter; 0.69% of 350,000 active; inhibition, % at 12.5 µM; LMP1-induced NF-kappaB luciferase reporter cells, luminescence; in the data active means inhibition above about 41%;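 further: 0% = neutral control wells and 100% = reference inhibitor control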
TLR9-MyD88 block = inhibitors of human TLR9-MyD88 binding; 0.21% of 340,000 active; inhibition, % at 4.98 µM; CHO BLA complementation TLR9-MyD88, CCF4 FRET ratio; Q9NR96+Q99836;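 active means inhibition above the mean over all tested compounds plus 3 SD, cut at about 21% in these data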;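 further: 0% = DMSO only wells and 100% = clavulanate BLA inhibitor control wells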
SRC2 inh = inhibits human steroid receptor coactivator 2. Q15596. HEK293 GAL4-SRC2 luciferase reporter, luminescence. inhibition, % at 9 µM. 0.17% of 370,000 active;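 active means inhibition above the mean inhibition of all tested compounds plus 3 SD, set per campaign, cut at about 52% in these data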;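 further: 0% = DMSO treated cells and 100% = cells given Gossypol at 36 µM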
ABHD5-PLIN5 inh = ABHD5-PLIN5 protein interaction inhibition; Split G. princeps luciferase complementation, luminescence, 4 h; inhibition, % at 4 µM; 0.78% of 360,000 active; AID 602281;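 active means inhibition above the mean inhibition across every tested compound plus 3 SD, cut at about 22% in these data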;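 further: 0% = DMSO only wells and the 100% control is not disclosed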
NCOA1 inh = human NCOA1 inhibition | AID 588354 | HEK293 GAL4-SRC1 luciferase reporter, luminescence | Q15788 | 0.12% of 360,000 active | inhibition, % at 3.6 µM;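 active means inhibition above the campaign mean plus 3 SD, with each screening campaign given its own cutoff, cut at about 60% in these data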;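 further: 0% = DMSO treated cells and 100% = gossypol at 36 µM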
NCOA3 inh = human NCOA3 inhibition | inhibition, % at 3.6 µM | 0.17% of 360,000 active | Q9Y6Q9 | HEK293 GAL4-SRC3 luciferase reporter, luminescence;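 active means inhibition above a per-campaign cutoff, the mean of all compounds plus 3 SD, cut at about 60% in these data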;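 further: 0% = DMSO-treated cells and 100% = gossypol-treated cells at 36 µM; higher means less SRC3-driven luciferase light from the GAL4 reporter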
COUP-TFII inh = NR2F2 (human) inhibition, primary screen; HEK293T NGFI-A luciferase reporter, luminescence; inhibition, % at 8.6 µM; AID 686940; 0.7% of 370,000 active;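 active means inhibition above a per-plate cutoff, mean inhibition of test wells between control levels plus 3 SD, cut at about 38% in these data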;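 further: cells cotransfected with COUP-TFII expression vector driving the NGFI-A reporter; 0% = median of COUP-TF2 test wells and 100% = reporter-only cells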
Target sequence (P24468 whole entry, looked up): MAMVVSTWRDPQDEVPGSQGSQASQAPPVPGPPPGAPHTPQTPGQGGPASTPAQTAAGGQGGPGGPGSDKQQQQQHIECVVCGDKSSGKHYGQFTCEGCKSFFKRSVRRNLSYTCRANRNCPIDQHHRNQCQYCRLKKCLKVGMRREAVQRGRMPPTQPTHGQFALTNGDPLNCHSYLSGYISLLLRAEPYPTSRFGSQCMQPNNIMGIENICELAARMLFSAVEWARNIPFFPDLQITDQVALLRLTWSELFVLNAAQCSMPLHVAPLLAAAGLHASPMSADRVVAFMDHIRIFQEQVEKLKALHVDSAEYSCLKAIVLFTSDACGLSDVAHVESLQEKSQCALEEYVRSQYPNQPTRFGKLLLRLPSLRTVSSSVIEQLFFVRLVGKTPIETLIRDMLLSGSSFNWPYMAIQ
NOD2-RIPK2 inh = inhibitors of human NOD2-RIPK2 interaction; CHO BLA complementation NOD2-RIPK2, CCF4 ratio; O43353; inhibition, % at 4.98 µM; AID 624267; 0.38% of 360,000 active; in the data active means inhibition above about 21%;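 further: 0% = vehicle only and 100% = reference blocker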
Target sequence (O43353 whole entry, looked up): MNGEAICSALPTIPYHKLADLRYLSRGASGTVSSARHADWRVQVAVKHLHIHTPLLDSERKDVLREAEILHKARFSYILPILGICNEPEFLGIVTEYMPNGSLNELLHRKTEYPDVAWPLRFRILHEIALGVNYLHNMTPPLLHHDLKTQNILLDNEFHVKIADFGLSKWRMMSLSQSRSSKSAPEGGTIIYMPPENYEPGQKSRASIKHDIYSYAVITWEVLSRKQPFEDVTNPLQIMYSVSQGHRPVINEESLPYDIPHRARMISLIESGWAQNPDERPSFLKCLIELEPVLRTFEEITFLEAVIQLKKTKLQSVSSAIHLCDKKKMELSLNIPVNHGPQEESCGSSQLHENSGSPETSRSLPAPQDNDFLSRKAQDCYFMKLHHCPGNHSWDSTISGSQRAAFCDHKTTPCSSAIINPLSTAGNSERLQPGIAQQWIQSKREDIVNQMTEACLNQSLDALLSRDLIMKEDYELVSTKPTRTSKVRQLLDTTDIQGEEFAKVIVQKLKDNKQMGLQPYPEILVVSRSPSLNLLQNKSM
* = called active by the depositor; x = not tested or not shown. Some of the compounds tested, so the mix of outcomes need not match the whole.

Each structure is followed by: MC4R barr agon, NR5A2 inv ag, MC4R antag cAMP, LMP1 NFkB inh, TLR9-MyD88 block, SRC2 inh, ABHD5-PLIN5 inh, NCOA1 inh, NCOA3 inh, COUP-TFII inh, NOD2-RIPK2 inh
> CC[C@@H](C)[C@H](CN[C@H](CNC)[C@@H](C)O)NCCc1ccc(OC)cc1
 : 5.1, -4.0, -4.7, -3.9, 1.1, -19.6, 3.4, 2.8, 8.0, -2.8, 8.2
> CCNCC(=O)N1c2ccccc2CCc2ccc(NC(=O)OCC)cc21
 : -0.2, 0.2, 0.7, 0.5, -8.1, x, 1.9, -0.5, -8.3, x, -6.8
> COc1ccccc1C1=NC(c2ccc(F)cc2)N=C1C (configuration not stated)
 : 3.6, -70.3, -5.9, -21.9, -4.6, -125.0, -7.1, -24.6, -60.3, -20.0, 4.3
> c1ccc(-n2ncc3c2ncn2nc(CSc4nc5ccccc5s4)nc32)cc1
 : -1.5, 12.4, 9.7, 0.5, -3.3, -0.1, 5.1, 9.9, 7.7, 14.1, -8.3
> Cc1ccc(NC(=O)COC(=O)CCc2nc3ccccc3n2-c2ccccc2)c(C)c1
 : 0.3, -11.8, 7.4, -0.2, -14.6, -8.6, -0.7, -46.6, 14.5, 10.3, -7.7
> COc1ccc(N2CCN(C(=O)C(=O)c3cn(CC(=O)N4CCCC4)c4ccccc34)CC2)cc1
 : -1.1, 7.7, 4.6, -0.7, 0.6, 10.9, -0.8, -1.2, -9.0, 14.0, -1.0
> COc1ccc(C2NC(Cc3ccccc3)(C(=O)O)C3C(=O)N(c4ccccc4OC)C(=O)C23)cc1 (configuration not stated)
 : 0.3, 13.7, -3.4, -0.4, 3.3, -30.9, -2.3, -3.5, -6.3, -12.5, -4.6
> Cc1nnn(C23CC4CC(CC(CC(=O)Nc5ccc(C)c(C)c5)(C4)C2)C3)n1
 : 2.0, 11.5, 8.9, -3.4, -6.2, 10.8, -1.2, -4.3, 17.9, -17.7, -0.6
> Cc1cc(C)c(NC(=O)Cn2nnc(C(=O)Nc3ccc(F)cc3F)c2N)c(C)c1
 : -0.7, -6.7, 9.8, -1.0, -2.9, -12.8, -5.5, -14.5, 1.4, -2.7, 0.0
> CC(C)C(=O)N1CCN(c2ccccc2NC(=S)NC(=O)Cc2ccccc2)CC1
 : -3.0, 10.5, 10.4, -3.7, 0.1, 11.4, -4.2, -2.6, 11.9, -18.9, 0.8
> O=C(CCc1nnc2n(Cc3ccc(F)cc3)c(=O)c3ccccc3n12)NCCCN1CCOCC1
 : -2.6, -1.6, 20.7, -2.4, -3.0, 6.5, 4.9, -17.7, 15.0, -17.5, -7.1
> Cc1ccc(S(=O)(=O)N2CC=C(c3c(C)n(C)c4ccccc34)CC2)cc1
 : 0.1, 14.3, 4.6, 2.0, 3.8, -26.7, -2.8, -19.8, 10.4, 7.4, 0.5
> Cc1ccc(S(=O)(=O)N(C)C)cc1NC(=O)CCNC(=O)c1ccccc1Cl
 : 0.3, -1.9, 5.1, -1.5, -12.1, 8.9, 0.4, 1.9, 0.6, -18.3, -16.4
> CC1(C)CC2CC(C)(CN2C(=O)COC(=O)c2n[nH]c(=O)c3ccccc23)C1 (configuration not stated)
 : 2.1, 2.3, 11.3, 5.2, -20.5, -2.3, 2.0, -7.8, -2.0, 17.7, -11.1
> O=C(CSc1cc(Cl)ccc1Cl)NCC1CCCO1 (configuration not stated)
 : -1.1, 4.9, 15.8, 6.6, 10.8, 10.2, -4.1, 13.1, 15.1, -9.8, 0.3
> CCN1CCN(c2cc(C)c3cc(NC(=O)c4cc(OC)cc(OC)c4)ccc3n2)CC1
 : -1.4, -73.9, -7.6, -21.8, -2.2, -27.3, 6.9, -38.1, -36.9, -29.6, -9.9
> CC(C)OC(=O)c1c(F)c(F)c(N2CCOCC2)c(F)c1F
 : 3.2, 7.4, 23.7, -3.4, -0.9, -23.0, 1.4, 9.4, 14.3, 3.5, -8.8
> CC1Cc2ccccc2N1C(=O)COC(=O)c1ccc(O)cc1 (configuration not stated)
 : 2.8, 7.5, -5.6, -12.1, -4.5, 4.3, -1.0, 3.3, -0.2, 3.5, 5.0
> CCOC(=O)CSCc1nc(-c2ccc(Cl)cc2)oc1C
 : 1.6, 29.0, 0.5, 2.3, 4.6, 24.6, 0.9, 9.3, 17.9, 21.5, 2.6
> O=C(Oc1cccc2cccnc12)c1ccc(Br)o1
 : -1.6, 1.1, 13.4, -2.0, -12.8, -19.4, -5.4, -5.6, -0.5, -19.9, -4.9
> COc1ccc(-c2cc(C(=O)NCCc3ccc(S(N)(=O)=O)cc3)c3ccccc3n2)cc1
 : -1.1, -15.2, 17.6, -4.0, 3.3, -3.8, 8.5, -9.1, -34.9, -1.3, -8.4
> O=C(CSc1ccccn1)c1ccc(F)cc1
 : -2.6, -47.0, 2.7, -5.4, 5.2, -57.6, -10.7, -62.2, -34.0, -21.1, -0.8
> Cc1ccc(NC(=O)C(C)Sc2nc(=O)cc(N)n2-c2ccccc2)cc1 (configuration not stated)
 : -1.9, -5.0, 5.8, -0.1, -7.2, -19.5, -0.3, -37.0, -9.1, -12.7, -6.7
> CCOc1cc(/C=N\NC(=O)Cn2nc([N+](=O)[O-])cc2C)ccc1OCc1cccc2ccccc12
 : 2.9, -18.0, 1.4, -14.2, 4.8, -3.8, -1.5, -31.4, 9.2, -29.5, -6.2
> CCNNC(=O)C(O)(Cc1ccccc1)Cc1ccccc1
 : -1.9, 2.0, 5.9, x, 1.6, 5.6, -1.6, 16.4, 16.0, 17.2, -1.3
> O=C(Nc1ccc([N+](=O)[O-])cc1Br)c1cc2ccccc2nc1Cl
 : 2.8, 1.4, -0.8, -9.7, -1.4, 7.4, -3.5, -3.0, 6.6, 22.5, -9.0
> CCCCCn1c(=O)[nH]c2cc(C(=O)N3CCN(Cc4ccc5c(c4)OCO5)CC3)ccc2c1=O
 : -0.8, 43.6, 0.5, 4.6, 7.3, 14.1, -0.6, 14.8, 10.1, 58.2*, -6.3
> O=C(NCc1cccnc1)c1ccc(NS(=O)(=O)c2cccc([N+](=O)[O-])c2)cc1
 : -1.5, -2.6, 0.0, 5.3, -5.2, -11.9, -1.4, -19.6, 1.1, 18.7, 0.2
> COc1ccc(S(=O)(=O)N2CCOCC2)cc1NC(=O)c1ccncc1
 : -2.1, 4.9, 0.9, -3.2, 0.5, 8.1, 0.7, -28.7, 3.0, -2.4, -6.8
> Cc1cccc(OCc2n[nH]c(=S)o2)c1C
 : 0.7, -15.6, -3.7, -0.7, 0.8, -7.4, -5.5, 6.0, 9.8, 1.6, -4.9
> CCOc1ccc(-n2cc(C(=O)Nc3ccc(Cl)cn3)c3cc(OC)c(OC)cc3c2=O)cc1
 : -1.1, -7.9, 6.6, 7.4, 5.7, -14.2, 1.1, 9.1, 3.4, -9.6, -0.7
> COc1cc(C(=O)NNc2nc3cc4c(cc3s2)OCO4)cc(OC)c1OC
 : 0.1, -12.6, 4.0, -0.7, -7.0, 10.3, -2.4, -3.3, 4.6, 7.4, -3.3
> Oc1ccc(-c2cccc(-c3ccc(O)cc3)c2)cc1
 : -0.2, -47.0, 6.4, -9.7, -0.8, -32.9, 3.0, -77.2, -58.5, -8.6, -7.4
> COc1ccc(C(=O)NNC2CC(=O)N(Cc3ccccc3)C2=O)cc1OC (configuration not stated)
 : 1.9, 1.5, -6.0, -2.9, 0.6, 14.9, 6.0, 3.2, 22.6, -8.4, -1.8
> Cc1oc(-c2ccc3ccccc3c2)nc1CN(C)C(C)c1ccncn1 (configuration not stated)
 : -0.5, -67.1, -5.0, -1.6, -3.4, -42.8, 5.1, -55.9, -44.9, -9.9, -4.7
> Cc1ccc2c(NC(=O)C3CC3)cccc2n1
 : 0.9, 1.9, 0.2, 2.5, -4.6, -5.3, -0.1, 2.4, 30.6, -1.1, 10.0
> CCOC(=O)c1cc(CC)sc1NC(=O)c1cc(OCC)c(OCC)c(OCC)c1
 : 0.2, 13.3, 21.1, 7.5, -8.5, -9.6, 1.6, 9.5, -2.1, -17.3, 4.6
> O=C(N/N=C/CCc1ccccc1)c1ccccc1
 : -0.1, -95.2, 6.8, -9.0, 3.2, -65.9, -0.8, -57.2, -52.8, -33.1, -4.4
> COc1ccc(CCNC(=O)Nc2nnc([C@@H]3C[C@H](O)[C@@H](CO)O3)s2)cc1OC
 : 0.4, 2.3, -4.6, x, x, -0.4, 1.6, -13.0, -11.6, 0.2, -9.5
> O=C(OCC(=O)c1cccs1)c1cccc(C(=O)OCC(=O)c2cccs2)n1
 : -1.6, 3.0, 11.4, 0.8, -7.3, -14.0, -1.2, -24.3, -3.1, 6.6, -12.5
> S=C(NCc1ccc(Cl)cc1)NC12CC3CC(CC(C3)C1)C2
 : 1.5, 17.9, 15.1, 0.6, -6.0, -3.3, -6.2, 2.9, -47.5, 5.1, -3.5
> O=C(N/N=C/c1cccc(O)c1)c1ccc(NC(=O)c2cccc([N+](=O)[O-])c2)cc1
 : -0.6, 35.9, 8.0, -6.0, 0.5, -48.5, 2.2, -5.8, -2.9, 7.8, -0.8
> O=C(Nc1cccc(C(F)(F)F)c1)Nc1ccc(N2CCCC2)c(S(=O)(=O)Nc2ccccc2Cl)c1
 : -1.6, 2.0, 8.7, 22.3, 1.6, 12.4, -20.0, -19.4, 30.3, 14.8, 7.6
> CCOC(=O)C1CCN(C(=O)c2cc3cc4ccc(C)cc4nc3o2)CC1
 : 0.1, -136.8, -5.1, 21.1, 4.2, -16.1, -0.4, -71.0, -97.6, -15.3, 6.9
> S=C1NCCOCCNC(=S)NCCOCCOCCOCCN1
 : -0.1, 10.0, 6.9, 5.5, -5.5, -24.2, 6.0, 1.9, 9.1, 3.1, -7.8
> Cc1ccccc1NC(=O)CCN1CCN(CCO)CC1
 : -1.1, 15.7, -1.2, 3.1, -4.0, 19.7, -5.8, -5.4, 7.7, 7.3, -16.0
> O=c1[nH][nH]c2c1[C@H](c1ccccc1)O[C@H](C1CCCCC1)C2
 : x, -4.4, x, x, x, 11.5, 31.0*, x, x, 12.4, -6.8
> CCN(CC)S(=O)(=O)c1cccc(C(=O)N/N=C/c2ccc(OC)c(O)c2)c1
 : 0.9, 12.4, 7.8, -2.2, -5.4, 4.1, 4.5, 8.6, 12.0, 8.2, 9.3

For convenience, some entries already given:
Each structure is followed by: MC4R barr agon, NR5A2 inv ag, MC4R antag cAMP, LMP1 NFkB inh, TLR9-MyD88 block, SRC2 inh, ABHD5-PLIN5 inh, NCOA1 inh, NCOA3 inh, COUP-TFII inh, NOD2-RIPK2 inh
> Cc1ccccc1NC(=O)CCN1CCN(CCO)CC1
 : -1.1, 15.7, -1.2, 3.1, -4.0, 19.7, -5.8, -5.4, 7.7, 7.3, -16.0
> O=c1[nH][nH]c2c1[C@H](c1ccccc1)O[C@H](C1CCCCC1)C2
 : x, -4.4, x, x, x, 11.5, 31.0*, x, x, 12.4, -6.8
> CCN(CC)S(=O)(=O)c1cccc(C(=O)N/N=C/c2ccc(OC)c(O)c2)c1
 : 0.9, 12.4, 7.8, -2.2, -5.4, 4.1, 4.5, 8.6, 12.0, 8.2, 9.3
